DT40 TDP1 no CPT = qHTS for Inhibitors of human tyrosyl-DNA phosphodiesterase 1 (TDP1): qHTS in cells in absence of CPT | DT40 Tdp1-/- hTDP1 cells, no CPT, ATP luminescence, 48 h | Potency, µM (titrated, usually from 46.2 µM), for the others: at the highest dose activity change, negative = growth inhibition, actives largely listed as inhibitors | 420,000 compounds, 15% hits; further: nearly all actives have a fitted effect of over 55% in size
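Luminescent ATP content (CellTiter-Glo) served as the growth readout. Knockout chicken DT40 cells expressing human TDP1 were exposed to compounds without camptothecin for a minimum 48 hr at 37 °C.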
TDP1 block = blocks human tyrosyl-DNA phosphodiesterase 1; recombinant TDP1, AlphaScreen DNA substrate cleavage; Potency, µM (top dose mostly 130 µM), without a hit: at the highest dose activity change, negative = inhibition, actives largely listed as inhibitors; 350,000 compounds, 0.28% hits; further: nearly all actives have a fitted effect of over 40% in size
Target sequence (Q9NUW8 whole entry, looked up): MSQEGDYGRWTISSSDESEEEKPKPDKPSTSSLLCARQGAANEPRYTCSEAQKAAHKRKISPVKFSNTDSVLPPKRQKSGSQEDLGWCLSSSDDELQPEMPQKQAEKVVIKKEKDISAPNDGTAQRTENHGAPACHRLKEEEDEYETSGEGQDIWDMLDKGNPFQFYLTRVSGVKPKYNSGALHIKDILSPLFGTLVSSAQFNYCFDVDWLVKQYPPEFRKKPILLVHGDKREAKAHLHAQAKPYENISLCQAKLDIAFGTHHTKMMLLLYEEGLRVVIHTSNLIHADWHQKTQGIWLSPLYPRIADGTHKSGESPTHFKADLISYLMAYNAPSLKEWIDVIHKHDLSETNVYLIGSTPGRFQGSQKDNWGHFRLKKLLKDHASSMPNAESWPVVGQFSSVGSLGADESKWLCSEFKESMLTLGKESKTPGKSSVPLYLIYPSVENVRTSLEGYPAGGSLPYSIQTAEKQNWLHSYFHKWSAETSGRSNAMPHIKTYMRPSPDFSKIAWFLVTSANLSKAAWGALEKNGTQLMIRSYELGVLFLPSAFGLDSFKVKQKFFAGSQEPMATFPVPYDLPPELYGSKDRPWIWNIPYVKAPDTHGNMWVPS
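Tdp1 1 nM final; 15 min RT w/ cpd; substrate 15 nM, 5 min; beads 10 ug/ml, 10 min; AlphaScreen read. Neg ctrl: no enzyme.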
KAT2A inh = GCN5L2 (KAT2A) acetyltransferase inhibition; Potency, µM (highest dose often 58.9 µM), inactives show top-dose activity change, negative = inhibition, usual class: inhibitors; 390,000 compounds, 0.21% hits; GCN5L2 HAT assay, ThioGlo1 CoA-SH fluorescence
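ThioGlo1-coupled HAT assay: 20nM GCN5L2, 70uM acetyl-CoA, 75uM H3(1-25) peptide, pH 7.5. Fluorescence read at 340/540nm at start and after 20 min at room temperature.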
The depositor's hits bear a star; ? = inconclusive; · = not tested or not shown; [ ] = another dose, or the depositor's remark. The call rests on the fitted dose curve; in most records, active means well fitted curve in the direction sought with a large enough effect; inconclusive means small, poorly fitted or top-dose-only effect, or another doubt; inactive means no such curve, though single readings can be large; an effect the other way counts as inactive or inconclusive. On the % scale 0 is the no-effect control and ±100 the full control effect; potency means the concentration at half of the fitted maximal effect. Some of the compounds tested; the hit share may differ from the screen's.

Sample of the layout (three entries):
The line under a structure holds: TDP1 block	KAT2A inh	DT40 TDP1 no CPT
CC(=O)NC/C(C)=N\Nc1ccc([N+](=O)[O-])cc1
    5%	-7%	?
O=C(Cc1ccc(Br)cc1)OCC(=O)c1ccc2c(c1)OCCO2
    -7%	?	-18%
CC(=NCCN1CCOCC1)C1=C(O)c2ccccc2C1=O
    4%	-4%	-5%

The list itself, from the first entry:
The line under a structure holds: TDP1 block	KAT2A inh	DT40 TDP1 no CPT
CC(=O)NC/C(C)=N\Nc1ccc([N+](=O)[O-])cc1
    5%	-7%	?
O=C(Cc1ccc(Br)cc1)OCC(=O)c1ccc2c(c1)OCCO2
    -7%	?	-18%
CC(=NCCN1CCOCC1)C1=C(O)c2ccccc2C1=O
    4%	-4%	-5%
N#Cc1nc(-c2cccc3ccccc23)oc1N1CCCCC1
    0%	-3%	-3%
COc1ccc2nc(Nc3ccc4c(c3)OCO4)sc2c1
    2%	-5%	-16%
O=C1C=C(c2ccnc3cc(Cl)ccc23)C[C@@H](c2ccc3c(c2)OCO3)C1
    3%	-16%	16µM*
CCOC(=O)c1c(NC(=O)CSc2nc3ccc(OC)cc3[nH]2)sc2c1CC(C)(C)NC2(C)C
    1%	-6%	?
NC(CC(=O)O)c1ccc(F)cc1 (stereo unspecified)
    1%	4%	5%
C/C=C/C=C\C(=O)Nc1cccc(C2=NOC3(C2)C[C@@H](C(N)=O)N(C(=O)c2cc([N+](=O)[O-])cc([N+](=O)[O-])c2)C3)c1 (stereo partly specified)
    5%	-8%	-24%
Cn1nccc1NC(=O)Nc1cccc(Cl)c1Cl
    -3%	2%	-21%
CN(CCOc1ccc(Cl)cc1)C(=O)c1cc([N+](=O)[O-])ccc1N1CCOCC1
    -9%	-2%	12µM*
CC1CN(C(=O)c2cccc(S(=O)(=O)N3CCOCC3)c2)CC(C)O1 (stereo unspecified)
    2%	-3%	1%
Cc1nc2c(c(C)c1C#N)C(=O)c1ccccc1-2
    8%	-1%	?
O=C(CN1C(=O)NC2(CCCCCC2)C1=O)c1ccc(Cl)cc1
    -2%	-5%	-4%
C/C(=N/Nc1nc(-c2ccccc2)cc(-c2ccccc2)n1)c1ccc(N)cc1
    -5%	-7%	·
Cc1ccc(C)c(CN2CCCNC2=O)c1
    3%	-1%	-1%
Cn1c(N)c(C(=O)COC(=O)COc2ccc(Cl)cc2)c(=O)n(C)c1=O
    -7%	-2%	-19%
c1ccc(OCCN2CCN(Cc3nc(-c4ccc5c(c4)OCO5)no3)CC2)cc1
    0%	-2%	-17%
COc1ccc2c(c1)C1(Nc3ccccc3-c3nc4ccccc4n31)C(=O)N2C (stereo unspecified)
    3%	-2%	21µM*
COc1cc(-c2nc(SCC(=O)Nc3ccc4c(c3)OCO4)c(-c3ccccc3)[nH]2)cc(OC)c1OC
    8%	-14%	16µM*
CSCCC(NS(=O)(=O)c1ccccc1F)C(=O)NC(C)c1ccccc1 (stereo unspecified)
    -2%	1%	-19%
Cc1ccc(S(=O)(=O)NNC(=O)c2ccoc2C)cc1
    1%	-1%	4%
O=C(O)CCC(=O)NCc1cn(-c2ccccc2)nc1-c1cccc(Br)c1
    2%	1%	-6%
Cc1ccc(Cn2c(C(=O)O)c(CNCc3ccc(OC(C)C)cc3)c3ccc(C)cc32)cc1
    10%	-10%	?
COc1cccc(CNCCSc2nnnn2C)c1OCc1ccc(F)cc1
    3%	-4%	21µM*
CN1C(=O)C(O)(CC(=O)c2cccs2)c2ccccc21 (stereo unspecified)
    -3%	-3%	?
CCCCCC(=O)Nc1cccc(C2=NOC3(C2)C[C@H](C(N)=O)N(C(=O)[C@H]2CCC(=O)N2)C3)c1 (stereo partly specified)
    0%	-17%	-4%
CCc1ccc(NCc2cc3cc4c(cc3n(CC(=O)Nc3ccc(F)cc3)c2=O)OCCO4)cc1
    0%	-9%	·
Oc1oc(C=Nc2ccc(F)cc2F)c2ccccc12
    -1%	-2%	-25%
CC(C)(C)c1ccc(/C=N/OCC(=O)NCc2ccccc2)cc1
    -5%	-5%	?
Nc1n[nH]c2cccc(Cl)c12
    5%	1%	-13%
Cc1ccc(NC(=O)CC2S/C(=N/N=C/c3ccco3)NC2=O)cc1Cl (stereo unspecified)
    5%	-4%	14%
OC(Cc1ccncc1)(c1ccccc1)c1ccccc1
    1%	-1%	?
O=C(COC(=O)c1cc(F)cc(F)c1)Nc1cccnc1Cl
    8%	-4%	-4%
CCCNC(=S)NCc1ccc(Cl)cc1
    4%	1%	?
CC(C)(C)n1nc2c(c1NC(=O)c1cccs1)CS(=O)C2 (stereo unspecified)
    4%	-4%	-12%
CCc1nn2c(=O)cc(COC(=O)c3ccccc3NC(=O)COc3ccc(C)c(C)c3)nc2s1
    -9%	-3%	6.5µM*
COc1cccc(N(CC(=O)N/N=C(\C)c2cccs2)S(C)(=O)=O)c1
    -6%	-5%	-25%
COc1cc(Cl)c(C)cc1NC(=O)COc1ccccc1[N+](=O)[O-]
    2%	-3%	?
CCOc1ccc(Nc2nc3ccccc3n3c(CC)nnc23)cc1
    -4%[12.3 µM]	-3%	?
Cc1ncc([N+](=O)[O-])n1Cc1ccccc1
    -3%	-2%	-14%
Cc1cc(N/N=C/c2ccccc2Br)nc2ccccc12
    6%	-1%	?
CCOc1ccc(OCC)c(NC(=O)C2CCCN(S(=O)(=O)c3cnc[nH]3)C2)c1 (stereo unspecified)
    2%	-2%	-12%
Cc1cc(C)nc(Sc2nc(Nc3ccccc3)nc(Sc3nc(C)cc(C)n3)n2)n1
    0%	-28%	29µM*
COc1ccc(Cl)cc1NC(=O)Cn1c(=O)n(CCCC(=O)NCCc2ccc(OC)c(OC)c2)c(=O)c2ccccc21
    -3%	-1%	8.2µM*
CCC(C)NC(=O)c1ccccc1NS(=O)(=O)c1ccc(OC)c(OC)c1 (stereo unspecified)
    5%	-10%	-28%
COc1ccc(CCNC(=O)c2ccc3c(=O)n4c(nc3c2)CCC4)cc1OC
    7%	-3%	-12%
CC(=O)NCCOc1ccc(C(=O)O)cc1
    5%	-8%	-17%
COc1ccc(C2Nc3ccccc3C(=O)N2NS(=O)(=O)c2ccc(C)cc2)cc1 (stereo unspecified)
    5%	-10%	?
Cn1c(=O)c2c(nc(SCCN3CCOCC3)n2Cc2ccc(F)cc2)n(C)c1=O
    4%	-3%	-20%
Cc1cccc(N(CC(=O)Nc2cccc(Cl)c2C)S(C)(=O)=O)c1C
    ·	-7%	?
CCOc1ccc(CCNC(=O)COC(=O)c2ccc(S(=O)(=O)N3CCCC3)cc2)cc1OCC
    6%	0%	-2%
Cn1cc([N+](=O)[O-])c(C(=O)N/N=C/c2ccccc2)n1
    -3%	2%	6%
COc1ccc(CN2CCN(CC(=O)Nc3ccccc3C(=O)NC3CC3)CC2)cc1F
    0%	-4%	-27%
CCOC(=O)Cc1nnc(NC(=O)c2cccc(OCC)c2)s1
    2%	-22%	-9%
Oc1c(Cl)cc(Cl)cc1C=Nc1ccc2c(c1)OCCO2
    5%	-6%	-2%
COc1ccc(S(=O)(=O)Nc2ccc(F)c(F)c2)cc1Cl
    4%	-7%	-25%
CCN(CC)S(=O)(=O)c1ccc(N2CC(C(=O)N3CCOCC3)CC2=O)cc1 (stereo unspecified)
    0%	-4%	3%
Cc1ccc(Cn2cnc3ccccc32)cc1
    5%	5%	21µM*
CC1(C)CC(=O)C2=C(C1)N(c1ccc(F)cc1)C(=O)CC2c1ccccc1 (stereo unspecified)
    5%	0%	-10%

Going on with the list:
The line under a structure holds: TDP1 block	KAT2A inh	DT40 TDP1 no CPT
O=c1cc(C(F)(F)F)nc(-c2ccccc2)[nH]1
    -1%	-2%	-15%
CN(C)C(=S)Nc1ccc(Cl)cc1
    7%	-3%	7%
O=C(Oc1ccccc1C(=O)Oc1ccccc1)c1ccco1
    2%	-7%	-8%
COC(=O)c1ccc(NC(=O)c2c(C(=O)Nc3ccccc3)sc3nc(C)cc(=O)n23)cc1
    -1%	-8%	0%
CCOc1cc(NC(=S)NCCCOC)c(OCC)cc1NC(=O)c1ccco1
    3%	20%	?
O=C(CNC(=O)c1ccccn1)N/N=C/c1ccccc1
    -9%	-21%	5%
COc1ccc(C2CC(=O)c3cc(-c4nc(-c5cccc([N+](=O)[O-])c5)cs4)c(=O)n(-c4ccc(OC)cc4)c3C2)cc1 (stereo unspecified)
    -1%	1%	7%
O=C(NCc1ccccc1OC(F)(F)F)C1CCC(=O)N(Cc2cccc(F)c2)C1 (stereo unspecified)
    2%[56.1 µM]	-7%	-18%
CC(C)c1cc(-c2cc(-c3ccc(Cl)cc3)on2)nc(NC2CCCC2)n1
    0%	-15%	?
CC1CCC(NC(=O)CNC(=O)Cc2cccc3ccccc23)CC1 (stereo unspecified)
    8%	-15%	?
O=C(CSc1oc(-c2ccccc2)nc1S(=O)(=O)c1ccc(Cl)cc1)c1ccccc1
    6%	-2%	18µM*
O=C1CC(c2ccc(S(=O)(=O)NCc3ccncc3)cc2)CN1 (stereo unspecified)
    1%	-2%	?
COCCCNC(=O)c1c[nH]c2ccc(S(=O)(=O)N(C)c3ccccc3C)cc2c1=O
    ·	13%	?
O=C1/C(=C\c2ccco2)NC(=S)N1c1ccccc1
    0%	-4%	29µM*
COc1ccc(NC(=O)COC(=O)Cc2cccs2)cc1OC
    0%	3%	-19%
Cc1cc(NC(=O)CS(=O)(=O)c2cn(Cc3ccc(F)cc3)c3ccccc23)no1
    -2%	1%	10µM*
Oc1ccc2ccccc2c1CNc1cnc2ccccc2c1
    12%	-4%	-28%
N/C(=N\OC(=O)c1ccco1)c1ccc(Cl)cc1
    5%	1%	-13%
Cc1ccc(NC(=O)C(C)c2ccc([N+](=O)[O-])cc2)cc1Cl (stereo unspecified)
    3%	-12%	?
COc1ccc(NS(=O)(=O)c2cccc(C(=O)NCC3(N(C)C)CCCCC3)c2)cc1
    1%	3%	?
Cc1ccc(S(=O)(=O)NCC(=O)N2CCOCC2)cc1
    4%	-1%	-10%
Fc1cccc(NC(=S)Nc2cccnc2)c1
    3%	11%	?
CC(C)OCCCNC(=O)CNC(=O)c1ccc(Cl)c(Cl)c1
    -1%	-9%	0%
COc1ccc(OC)c(CNC(=O)CCc2c(C)nc3c(c2C)c(=O)n(C)c(=O)n3C)c1
    -1%	1%	?
CCCCN(CC)CCCNC(=O)CC1Oc2ccccc2NC1=O (stereo unspecified)
    0%	-4%	2%
N#Cc1c2c(c(NCCCN3CCOCC3)n3c1nc1ccccc13)CCC2
    -6%	-9%	?
CC(Sc1n[nH]c(-c2ccccc2)n1)C(=O)c1c(N)n(C)c(=O)n(C)c1=O (stereo unspecified)
    -6%	-6%	-21%
COc1ccc(O)c(/C=C(\C#N)C(=O)Nc2cccnc2)c1
    3%	-13%	1%
COc1ccc(NC(=O)Cn2cnc3sc(C)c(S(=O)(=O)N4CCOCC4)c3c2=O)cc1Cl
    9%	-4%	-25%
c1ccc(N(c2ccccc2)c2nc(-n3ccnc3)nc(-n3ccnc3)n2)cc1
    8%	-3%	?
CCOc1ccc(C(=O)CCC(=O)N2CCN(c3ccccc3O)CC2)cc1
    1%	-2%	?
CCCCN(C(=O)c1cc(=O)[nH]c2ccccc12)c1c(N)n(CCC)c(=O)[nH]c1=O
    9%	-6%	-11%
O=S(=O)(c1ccccc1)N1N=C(c2cccs2)CC1c1ccc(F)cc1 (stereo unspecified)
    4%	-12%	?
Cc1cccc(NS(=O)(=O)c2ccc(NC(=O)CN(c3cc([N+](=O)[O-])ccc3C)S(C)(=O)=O)cc2)c1
    5%	-11%	?
Cc1cc(F)ccc1S(=O)(=O)Nc1ccc(O)c(Sc2ncn[nH]2)c1
    -7%	-5%	0%
CCC1CCCCN1C(=O)c1ccc2nc(Cc3ccc(OC)cc3)oc2c1 (stereo unspecified)
    4%	-20%	?
C/C(=C\c1ccccc1)CN(C)CCN(C)C
    1%	2%	·

Three entries already listed, sorted by length of the SMILES, ascending.
The line under a structure holds: TDP1 block	KAT2A inh	DT40 TDP1 no CPT
O=S(=O)(c1ccccc1)N1N=C(c2cccs2)CC1c1ccc(F)cc1 (stereo unspecified)
    4%	-12%	?
Cc1cc(F)ccc1S(=O)(=O)Nc1ccc(O)c(Sc2ncn[nH]2)c1
    -7%	-5%	0%
Cc1cccc(NS(=O)(=O)c2ccc(NC(=O)CN(c3cc([N+](=O)[O-])ccc3C)S(C)(=O)=O)cc2)c1
    5%	-11%	?

A few values from the list.
CCCCN(C(=O)c1cc(=O)[nH]c2ccccc12)c1c(N)n(CCC)c(=O)[nH]c1=O in KAT2A inh is entered as -6%
Cc1cccc(NS(=O)(=O)c2ccc(NC(=O)CN(c3cc([N+](=O)[O-])ccc3C)S(C)(=O)=O)cc2)c1 in KAT2A inh is entered as -11%
Cc1cc(F)ccc1S(=O)(=O)Nc1ccc(O)c(Sc2ncn[nH]2)c1 in TDP1 block is entered as -7%
CCC1CCCCN1C(=O)c1ccc2nc(Cc3ccc(OC)cc3)oc2c1 (stereo unspecified) in TDP1 block is entered as 4%
C/C(=C\c1ccccc1)CN(C)CCN(C)C in TDP1 block is entered as 1%
CCOc1ccc(C(=O)CCC(=O)N2CCN(c3ccccc3O)CC2)cc1 in TDP1 block is entered as 1%

Bioassay records as filed in PubChem.
